Giardia kill – kills Giardia lamblia; Giardia lamblia trophozoite viability; activity change, % at 7.66 µM, hits read low; 340,000 tested, 0.15% active; AID 540267; in the data active = activity change below about -80%; inconclusive = between about -30% and that limit;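 note: parasites exposed to compound for two days anaerobically before the ATP read; % is set by controls: 0 for no effect and ±100 for the full control effect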
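Luminescence from cellular ATP indicates surviving trophozoites (100 cells/well) following 48 hrs anaerobic compound treatment at 37 deg C; signal develops 15-30 min at room temperature.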
S-ASM inh – human S-ASM enzyme inhibition. 340,000 tested, 0.006% active. placental ASM, HMU-PC fluorogenic substrate, 60 min. Potency, µM (top dose mostly 57.5 µM), for the others: top-dose activity change, negative = inhibition, usual class: inhibitors. P17405; note: potency is the fitted concentration of half-maximal effect
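Human placenta-derived ASM preincubated with compound 10 min at room temperature, then reacted with 9 uM (final) fluorogenic HMU-PC substrate for 60 min at 37 C. Stop solution raises pH to 10; fluorescence read at Ex 386/Em 447 nm.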
B2AR arrestin – recruits beta-arrestin to the human beta2-adrenergic receptor; P07550; beta-arrestin recruitment to beta2AR, cell-based reporter; Potency, µM (highest dose often 46.1 µM), for inactives: at the top dose activation, hits mostly activators; 330,000 tested, 0.02% active; AID 492947;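 note: potency is the fitted concentration of half-maximal effect; 0% = DMSO controls and full agonism = EC100 isoproterenol or metaproterenol; nearly all actives have a fitted effect of over 65% in size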
Target sequence (P07550 whole entry, looked up): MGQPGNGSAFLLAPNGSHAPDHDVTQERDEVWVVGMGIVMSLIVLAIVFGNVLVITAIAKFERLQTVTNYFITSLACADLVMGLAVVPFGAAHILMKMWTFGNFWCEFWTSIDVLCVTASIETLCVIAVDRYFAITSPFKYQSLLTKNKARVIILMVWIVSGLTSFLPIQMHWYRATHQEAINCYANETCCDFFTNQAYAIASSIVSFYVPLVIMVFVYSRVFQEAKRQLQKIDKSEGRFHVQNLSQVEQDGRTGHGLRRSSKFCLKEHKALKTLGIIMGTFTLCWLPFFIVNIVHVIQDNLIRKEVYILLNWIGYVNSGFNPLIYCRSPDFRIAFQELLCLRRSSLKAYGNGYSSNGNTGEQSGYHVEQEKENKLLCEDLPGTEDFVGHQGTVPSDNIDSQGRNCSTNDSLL
GALK inhibitor – inhibitors of human galactokinase. Purified GALK, Kinase-Glo residual ATP luminescence. AID 1868. Potency, µM (titrated, usually from 57.5 µM), without a hit: at the highest dose activity change, negative = inhibition, hits mostly inhibitors. 270,000 tested, 0.007% active; note: potency is the fitted concentration of half-maximal effect; % is set by controls: 0 for no effect and ±100 for the full control effect
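ATP-depletion format; final 35 uM ATP, 100 uM D-galactose, 5 nM enzyme; pH 8.0 HEPES/Mg2+ buffer; 60 min RT; luminescence read 10 min after detection reagent.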
Coupling enz – counter-screen for Giardia aldolase inhibitors: coupling enzyme system; coupling enzyme system counterscreen, AmpLite Red fluorescence; activity change, negative = inhibition, % at 58.2 µM, hits read low; 290,000 tested, 0.67% active; AID 2472; in the data active = activity change below about -30%; note: % is set by controls: 0 for no effect and ±100 for the full control effect
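Counterscreen of the coupled detection system alone, without aldolase: glyceraldehyde-3-phosphate coupling enzymes plus AmpLite Red readout. Compounds at 57.5 uM final, 10 min RT preincubation, 20 min RT reaction, fluorescence 525/598 nm.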
PKM2 act – increases activity of human pyruvate kinase M2; purified PKM2, Kinase-Glo ATP luminescence, activation; response scale: 0% is enzyme alone, no compound; P14618; 260,000 tested, 0.34% active; Potency, µM (doses to about 57.5 µM), for inactives: at the top dose activation, most hits filed as activators; note: potency is the fitted concentration of half-maximal effect; % is set by controls: 0 for no effect and ±100 for the full control effect; nearly all actives have a fitted effect of over 55% in size
Target sequence (P14618 whole entry, looked up): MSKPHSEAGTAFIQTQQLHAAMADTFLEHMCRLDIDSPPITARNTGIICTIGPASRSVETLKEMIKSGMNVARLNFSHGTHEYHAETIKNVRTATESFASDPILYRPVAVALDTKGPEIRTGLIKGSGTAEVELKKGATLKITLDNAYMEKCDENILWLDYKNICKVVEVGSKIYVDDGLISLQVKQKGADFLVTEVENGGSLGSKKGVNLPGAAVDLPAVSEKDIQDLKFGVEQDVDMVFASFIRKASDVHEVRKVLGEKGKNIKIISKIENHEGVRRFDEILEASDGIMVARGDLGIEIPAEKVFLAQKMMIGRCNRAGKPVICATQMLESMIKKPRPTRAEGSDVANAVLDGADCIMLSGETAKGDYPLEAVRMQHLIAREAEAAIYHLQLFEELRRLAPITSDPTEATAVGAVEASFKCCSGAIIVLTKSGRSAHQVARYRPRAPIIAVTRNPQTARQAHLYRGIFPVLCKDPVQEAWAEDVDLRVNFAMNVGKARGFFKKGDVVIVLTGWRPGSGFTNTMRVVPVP
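Purified hPK-M2 (>95% pure) converted ADP (0.1 mM final) to ATP with 0.5 mM PEP in 50 mM imidazole pH7.2, KCl, MgCl2, Tween 20, BSA; 1 h at room temperature. ATP detected by Kinase-Glo luminescence.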
Integrin act MD – activates integrin-mediated alleviation for muscular dystrophy. Potency, µM (highest dose often 38.3 µM), for the others: at the highest dose activation, most hits filed as activators. alpha7betagal myoblasts, beta-gal FDG fluorescence, 48 h. 350,000 tested, 0.064% active;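 note: potency is the fitted concentration of half-maximal effect; 100% = response of the positive control SU9516; nearly all actives have a fitted effect of over 60% in size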
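alpha7betagal+/- myoblasts (passage 13, 250/well) treated 48 h at 37C with compounds at 1:260 dilution of DMSO stock. Lysed, then beta-galactosidase activity read as FDG fluorescence (ex 480/em 540) after 30 min, with pre-read for autofluorescence.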
BCR signal inh – chronic active BCR signaling inhibition; 340,000 tested, 0.05% active; AID 493014; ABC-DLBCL IkBa-CBG/CBR reporter, luminescence ratio, 4 h; Potency, µM (highest dose often 46.1 µM), for inactives: at the top dose ratio change, negative = lower green/red ratio, usual class: inhibitors; active = well fitted inhibition curve with a large enough effect in the signal ratio, with a control signal flat, not every such curve was filed as active; inconclusive = small, poorly fitted or top-dose-only effect, or effect the other way, or a change in a side signal; the % refers to the signal ratio;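 note: potency is the fitted concentration of half-maximal effect; plate controls were basal doxycycline-induced cells for no effect and cells given 10 µM MG132 for full effect; MG132 reads +100%, hits lower the ratio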
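Doxycycline induced both beetle luciferases in TMD8 lymphoma cells; IKK-driven degradation limits the IkappaBalpha-fused green signal, while red luminescence normalises for cell number and nonspecific effects. Compounds tested up to 46 uM, 4 hrs.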
Menin MLL FP TR – displaces Texas Red mutant MLL peptide from human menin. O00255. Menin + Texas Red MLL mutant peptide, fluorescence polarization. Potency, µM (series often up to 61.6 µM), for the others: at the top dose FP activity change, negative = inhibition, actives largely listed as inhibitors. 270,000 tested, 0.23% active; active = well fitted inhibition curve with a large enough effect in the polarisation, with a control signal flat, not every such curve was filed as active; inconclusive = small, poorly fitted or top-dose-only effect, or effect the other way, or a change in a side signal; inactive = no such curve, though single readings can be large or run the other way; the % refers to the polarisation; note: potency is the fitted concentration of half-maximal effect; % of control where 0% means no effect; many of its hits are not listed in these tables
TSG101-PTAP inh – blocks PTAP/TSG101 interaction to inhibit HIV-1 budding | 340,000 tested, under 10 active | Fluorescence polarization, FITC-PTAP peptide / Tsg101 binding | Potency, µM (series often up to 115 µM), without a hit: at the highest dose activity change, negative = inhibition, usual class: inhibitors | AID 493005; active = well fitted inhibition curve with a large enough effect in the main read-out, with a control signal flat, not every such curve was filed as active; inconclusive = small, poorly fitted or top-dose-only effect, or effect the other way, or a change in a side signal; inactive = no such curve, though single readings can be large or run the other way; note: potency is the fitted concentration of half-maximal effect; % of control where 0% means no effect
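Tsg101 binding domain (10 uM final) was mixed with compound and a FITC-labeled PTAP peptide (50 nM final) in HEPES pH 7.5 buffer with NaCl, Tween 20, EDTA and TCEP; fluorescence polarization was read after 20 min at r.t.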
Tb PFK block – T. brucei PFK enzyme inhibition | O15648 | T. brucei PFK, ADP-Glo luminescence | Potency, µM (highest dose often 57.5 µM), for inactives: top-dose activity, negative = inhibition, most hits filed as inhibitors | 330,000 tested, 0.17% active | AID 485367;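 note: potency is the fitted concentration of half-maximal effect; 0% = uninhibited 1x PFK enzyme wells and -100% = no-enzyme wells; nearly all actives have a fitted effect of over 60% in size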
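PFK 1.25 nM, F6P 0.5 mM, ATP 0.1 mM, 0.1 M TEA pH 8.0, 5 mM MgCl2, 0.01% Tween20, 0.1% BSA; 45 min RT. ADP-Glo readout. qHTS titration up to 57 uM; curves fitted, compounds curve-classed.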
The depositor's hits bear a star; u = inconclusive; x = no result given; [ ] = dose if it differs, or a comment. Unless noted, calls come from the whole dose curve; as a rule, active = well fitted curve in the direction sought with a large enough effect; inconclusive = small, poorly fitted or top-dose-only effect, or another doubt; inactive = no such curve, though single readings can be large; an effect the other way counts as inactive or inconclusive. These rows are one share of the data, so the mix of outcomes need not match the whole.

The first 2 compounds, ahead of the listing:
Results follow in this order: Giardia kill	S-ASM inh	B2AR arrestin	GALK inhibitor	Coupling enz	PKM2 act	Integrin act MD	BCR signal inh	Menin MLL FP TR	TSG101-PTAP inh	Tb PFK block
COc1ccc(C(C2C(=O)CC(C)(C)CC2=O)C2C(=O)CC(C)(C)CC2=O)cc1COCC(F)(F)F
    -10.4	2.8%	-1.6%	-0.5%	6.8	16.1%	1.0%	7.4%	-17.7%	-1.3%	12.8%
Cc1cc(C)n2c(Br)c(CSc3nc4ccccc4s3)nc2n1
    9.0	0.2%	5.6%	1.0%	-0.4	14.3%	7.4%	u	-9.0%	-3.1%	0.9%

The whole of this part, previewed entries included:
Results follow in this order: Giardia kill	S-ASM inh	B2AR arrestin	GALK inhibitor	Coupling enz	PKM2 act	Integrin act MD	BCR signal inh	Menin MLL FP TR	TSG101-PTAP inh	Tb PFK block
COc1ccc(C(C2C(=O)CC(C)(C)CC2=O)C2C(=O)CC(C)(C)CC2=O)cc1COCC(F)(F)F
    -10.4	2.8%	-1.6%	-0.5%	6.8	16.1%	1.0%	7.4%	-17.7%	-1.3%	12.8%
Cc1cc(C)n2c(Br)c(CSc3nc4ccccc4s3)nc2n1
    9.0	0.2%	5.6%	1.0%	-0.4	14.3%	7.4%	u	-9.0%	-3.1%	0.9%
CCCCOc1ccc(C(=O)Nc2ccc3c(c2)C(=O)NC3=O)cc1
    -5.5	131.3%[activator]	0.3%	x	3.4	-0.9%	4.8%	3.6%	u	-0.2%	-5.4%
Cc1cc(C)nc(NC(=O)c2cc(-c3ccc4c(c3)OCO4)nc3ccccc23)c1
    -12.7	23.2%	-0.4%	-5.2%	1.8	-0.6%	18.4%	u	u	x	2.8%
CCN(CC)c1ccc2c(C)c(CO)c(=O)oc2c1
    -11.1	x	-0.1%	-1.4%	0.5	1.9%	-5.2%	u	-17.3%	0.3%	1.6%
CC(O)c1cccc(N=Cc2ccc3ccccc3c2O)c1 (stereo not drawn)
    -11.7	-4.1%	-0.3%	7.5%	-1.9	-12.6%[11.5 µM]	u	-11.4%	-6.8%	-18.2%	-1.1%
C[C@@H]1CCCCCCCCC(=O)OCCN(C(=O)OC(C)(C)C)[C@H](C)CCCCCCCCC(=O)OCCN1C(=O)OC(C)(C)C
    -10.0	7.9%	0.0%	x	x	x	-36.2%	0.4%	x	-3.4%	-0.5%
O=C(NCCS(=O)(=O)N1CCN(c2ccccc2F)CC1)c1ccc(Br)o1
    -11.5	-0.6%	0.2%	-0.6%	0.8	x	19.9%	-0.1%	0.1%	-6.6%	3.6%
CCOC(=O)CSc1nnc(-c2nnc(SCC(=O)OCC)n2CC)n1CC
    -0.8	-0.1%	-0.7%	0.3%	-1.5	-4.1%	19.6%	5.0%	-4.0%	0.3%	0.0%
COc1cc(NC(=O)COC(=O)c2ccc([N+](=O)[O-])s2)cc(OC)c1OC
    -2.0	-1.3%	-1.8%	x	x	x	-8.3%	-0.6%	x	-13.2%	0.1%
O=C(Oc1ccc(C(=S)N2CCOCC2)cc1)c1ccc(Br)cc1
    40.3[activator]	-1.9%	-0.7%	0.7%	-1.1	4.3%	33.9%	3.0%	-9.1%	0.9%	-2.0%
COc1cccc(N(CC(=O)NC2CCCCC2)C(=O)Cn2nnc(-c3ccc(C)o3)n2)c1
    2.3	2.7%	-0.7%	-3.0%	2.6	-5.2%	-71.8%[inhibitor]	-0.7%	-12.2%	0.4%	6.6%
Cc1ccc(CNC(=O)COC(=O)c2ccc(S(=O)(=O)NCc3ccco3)cc2)cc1
    -11.3	-1.2%	-0.2%	x	x	x	6.9%	u	x	-2.3%	-7.0%
COc1ccc(CNC(=O)c2ccc(NC(=O)C3=CSCCO3)cc2)cc1
    5.0	3.5%	0.1%	-3.0%	x	x	u	u	x	1.6%	5.2%
O=C(NCC(c1ccco1)N1CCc2ccccc2C1)c1c(F)cccc1F (stereo not drawn)
    -5.5	-0.8%	0.0%	x	x	x	-12.6%	-1.5%	x	-2.0%	9.0%
Cc1ccc(NC(=S)NN2CCN(C)CC2)cc1
    5.5	8.5%	-0.8%	-1.1%	-0.7	-2.0%	26.5%	-2.7%	-1.9%	-4.8%	0.2%
O=C(CCS(=O)(=O)c1cccs1)Nc1ccc(C(=O)NC2CCN(Cc3ccccc3)CC2)cc1
    -3.7	1.4%	0.5%	6.2%	3.3	-2.9%	-24.8%	-3.0%	-0.4%	-0.7%	-3.8%
CCC(=O)n1nc(-c2cccnc2)nc1NCc1ccccc1
    9.4	-3.0%	-0.2%	0.9%	-0.7	3.0%	u	-5.7%	-6.7%	-5.5%	-1.1%
COCc1cc(C)c(C#N)c(=S)[nH]1
    1.0	2.7%	-0.9%	4.6%	-2.6	-13.8%	0.2%	-0.6%	12.1%	-4.8%	-14.9%
CCOC(=O)CCCNC(=O)COC(=O)c1cccc(F)c1
    -8.8	-2.5%	0.3%	-0.4%	2.3	0.6%	-29.7%	-11.8%	-7.0%	-1.1%	6.8%
O=C(OCCCN=C1NS(=O)(=O)c2ccccc21)C1CC(=O)N(c2ccc(Cl)cc2)C1 (stereo not drawn)
    4.2	-4.5%	0.6%	-0.9%	-0.6	0.7%	14.2%	0.6%	0.3%	-3.3%	-3.4%
COc1ccc(CCNc2nc(-c3ccc(O)cc3)cs2)cc1OC
    u	-0.3%	-0.9%	-3.3%	-0.5	-0.3%	u	u	u	0.1%	1.8%
C[C@@H]1CN([C@@H](C)CO)C(=O)Cc2cc(NS(=O)(=O)c3ccccc3)ccc2O[C@H]1CN(C)Cc1ccncc1
    -0.6	-2.5%	-0.1%	x	x	x	-14.0%	2.5%	x	0.9%	8.3%
Cn1c(N/N=C2\CCCc3ccccc32)nc2c1c(=O)n(Cc1ccccc1)c(=O)n2C
    9.5	28.8%	-0.4%	2.4%	-1.3	0.4%	-11.3%	-8.9%	-21.3%	-0.3%	-7.8%
Cn1c(CC(=O)c2ccc(Br)cc2)[n+](C)c2ccccc21
    11.5	0.8%	-0.4%	-0.7%	3.7	-1.3%	19.5%	-0.3%	-1.1%	-2.5%	4.2%
O=[n+]1cc(-c2ccc(Br)cc2)n([O-])c2c1CCC2
    -7.1	0.3%	-1.6%	0.7%	4.7	-6.7%	-11.8%	-0.2%	0.4%	-3.3%	0.6%
CCN(Cc1ccccc1)C(=O)Cc1c[nH]c2ccccc12
    7.9	-12.0%	-0.3%	-1.0%	1.1	4.3%	-22.2%	6.4%	u	-0.6%	-1.7%
CCCNC(=O)OCCC12CC3CC(CC(C3)C1)C2
    -3.7	0.6%	0.0%	1.5%	1.0	-0.2%	-6.0%	1.5%	u	-2.4%	0.6%
O=C(COC(=O)CNC(=O)c1ccccc1)Nc1nnc(-c2ccccc2)o1
    -4.3	0.7%	-0.3%	x	x	x	5.7%	u	x	-2.4%	2.8%
N#CC1=C(N)N(c2ccccc2C#N)C2=C(C(=O)CCC2)C1c1ccsc1 (stereo not drawn)
    6.4	-1.0%	-0.5%	-2.7%	-2.3	2.9%	-17.0%	5.4%	14.9%	0.0%	3.3%
O=C(Nc1ccn(C2CC(OC(=O)c3ccccc3)C(CO)O2)c(=O)n1)c1ccccc1 (stereo not drawn)
    13.7	-1.1%	-0.1%	0.0%	2.8	0.1%	-22.0%	u	-11.9%	-2.8%	2.6%
CC(C)(C)c1nc(SCC(=O)Nc2nc3c(s2)CCCC3)c2ccccc2n1
    6.4	-6.5%	-0.1%	-2.5%	0.4	1.2%	5.1%	-8.8%	17.2%	-7.1%	0.0%
CC(NC(=O)c1ccc(CS(=O)(=O)c2cccc(C(F)(F)F)c2)o1)c1ccc2c(c1)OCCO2 (stereo not drawn)
    9.5	-3.4%	-1.1%	0.6%	2.5	-0.7%	8.9%	u	-3.3%	-7.3%	0.9%
O=[N+]([O-])c1ccc(/C=N/n2c(C3CCCCC3)n[nH]c2=S)cc1
    16.2	-2.1%	-0.8%	-1.5%	-2.2	1.5%	-17.0%	2.5%	1.4%	-4.8%	-14.7%

Bioassay records: PubChem BioAssay, National Center for Advancing Translational Sciences (NCATS)
